influenza NS1A: H1N1 influenza NS1A inhibitors, functional cell based assay (AID 504329). NS1A functional cell-based assay, percent inhibition; higher % means a stronger effect. inhibition, % at 12.5 µM; hits with a dose series show IC50 in µM. 340,000 compounds, 0.3% hits; in the data active = a potency from the dose series; inconclusive = inhibition above about 27% without an active follow-up result; note: strong numbers were not always called active
H37Rv inhibition: M. tuberculosis growth inhibition, HTS (AID 449762); M. tuberculosis H37Rv growth inhibition, 7H9 media; higher % means a stronger effect; one-dose inhibition, % at 25 µM; IC50 in µM for titrated hits; 330,000 compounds, 0.59% hits; in the data active = a potency from the dose series; inconclusive = inhibition above about 70% without an active follow-up result;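 note: bacterial growth assessed after seven days of incubation; strong numbers were not always called active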
VEEV TC-83 Vero: inhibitors of VEEV TC-83 cytopathic effect, confirmation, Vero cells (AID 588727); inhibition, % at 20 µM, or IC50 in µM where a hit was titrated; Vero cells, VEEV TC-83 cytopathic effect inhibition; higher % means a stronger effect; 350,000 compounds, 0.13% hits; in the data active = a potency from the dose series; inconclusive = inhibition mostly from about 14% at the one dose, without a potency; inactive = the rest, 99 in 100 with inhibition below about 12%; note: strong numbers were not always called active
PhoP GFP inhibition: PhoP regulon inhibitors, Salmonella typhi PhoP promoter GFP reporter, confirmatory (AID 1850). Salmonella Typhi PhoP-promoter GFP reporter, fluorescence, 4 h; higher % means a stronger effect. 310,000 compounds, 0.33% hits. inhibition, % at 50 µM, or IC50 in µM where a hit was titrated; in the data active = a potency from the dose series; inconclusive = inhibition mostly from about 25% at the one dose, without a potency; inactive = the rest, 99 in 100 with inhibition below about 19%;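 note: 0% = induced wells with vehicle and 100% = uninduced wells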
M. tuberculosis: growth inhibition of non-replicating M. tuberculosis (AID 488890). Mycobacterium tuberculosis non-replicating, growth inhibition; higher % means a stronger effect. inhibition, % at 25 µM; hits with a dose series show IC50 in µM. 320,000 compounds, 0.39% hits; in the data active = a potency from the dose series; inconclusive = inhibition mostly from about 82% at the one dose, without a potency; inactive = the rest, 99 in 100 with inhibition below about 76%;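 note: plate controls were DMSO cells for no effect and high antibiotic wells for full effect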
VEEV TC-83 Vero 10K pilot screen: further read-out of VEEV TC-83 Vero, marked with its call; inhibition, %; measured here: 10K pilot screen inhibition
* marks the source's active call; other numbers are inactive results; i = inactive; ? = inconclusive; . = no result given.

SMILES | influenza NS1A | H37Rv inhibition | VEEV TC-83 Vero | PhoP GFP inhibition | M. tuberculosis | others
O=C(Nc1ccccc1)C(Cc1ccccc1)c1ccccc1 (stereo unspecified) | 0% | . | 1.6% | . | .
COC(=O)c1ccccc1S(=O)(=O)N1CCC(C(=O)OC(C)C(=O)N(C)Cc2ccccc2)CC1 (stereo unspecified) | -1% | . | 8.2% | . | .
O=C(CCC(=O)N(c1ccccc1)C(C(=O)NC1CCCC1)c1ccncc1)Nc1cccnc1 (stereo unspecified) | -6% | -5% | 5.5% | -1% | 8%
COc1ccc(-c2nc3c(c(=O)n(C)c(=O)n3C)n2CC2CC(c3ccccc3)=NO2)cc1OC (stereo unspecified) | 3% | -5% | 6.9% | 3% | 0%
COc1ccc(NC(=O)c2cc3ccccc3o2)cc1OC | -4% | 4% | 1.9% | -4% | 54%
CC(Oc1coc(CN2CCN(C(=O)c3ccco3)CC2)cc1=O)c1ccccc1 (stereo unspecified) | -11% | 1% | 1.1% | -1% | -14%
CCOc1cc(/C=C2/SC(=S)NC2=O)ccc1OC(=O)c1ccco1 | -7% | ? | 5.5% | -5% | 47%
CCOc1ccc(CCNC(=O)c2cc3sccc3n2C)cc1OCC | -4% | -1% | 1.4% | 2% | 18%
Cc1nc2ccccc2nc1CSc1nnc(N)s1 | -2% | 4% | 0.9% | -4% | -2%
COc1cc2cc(CCCOC(=O)c3ccc(F)cc3)oc(=O)c2cc1OC | -4% | -8% | 0.1% | . | 18% | VEEV TC-83 Vero 10K pilot screen=1.8
Cc1c(C(=O)N/N=C/c2ccccc2)[nH]c2ccc(Cl)cc12 | 6% | 9% | 0.6% | 1% | 29%
CCc1ccccc1S(=O)(=O)Cc1ccc(C(=O)NC2CCCC2)o1 | -3% | 0% | 1.1% | 1% | 15%
CC(c1ccccc1)n1c(SCC(=O)N2CC(=O)Nc3ccccc32)nc2ccccc2c1=O (stereo unspecified) | -8% | 36% | 12% | 2% | 32%
COc1ccc(C(=O)N2CCN(Cc3ccccc3C)CC2)cc1OC | -4% | -4% | 0.3% | -14% | .
O=C(NCc1ccco1)C1CCCN(S(=O)(=O)c2ccc(Br)cc2)C1 (stereo unspecified) | 0% | -7% | 2.3% | 5% | -8%

For reference, part of the list above.
SMILES | influenza NS1A | H37Rv inhibition | VEEV TC-83 Vero | PhoP GFP inhibition | M. tuberculosis | others
COc1cc2cc(CCCOC(=O)c3ccc(F)cc3)oc(=O)c2cc1OC | -4% | -8% | 0.1% | . | 18% | VEEV TC-83 Vero 10K pilot screen=1.8
Cc1c(C(=O)N/N=C/c2ccccc2)[nH]c2ccc(Cl)cc12 | 6% | 9% | 0.6% | 1% | 29%
CCc1ccccc1S(=O)(=O)Cc1ccc(C(=O)NC2CCCC2)o1 | -3% | 0% | 1.1% | 1% | 15%
CC(c1ccccc1)n1c(SCC(=O)N2CC(=O)Nc3ccccc32)nc2ccccc2c1=O (stereo unspecified) | -8% | 36% | 12% | 2% | 32%
COc1ccc(C(=O)N2CCN(Cc3ccccc3C)CC2)cc1OC | -4% | -4% | 0.3% | -14% | .
O=C(NCc1ccco1)C1CCCN(S(=O)(=O)c2ccc(Br)cc2)C1 (stereo unspecified) | 0% | -7% | 2.3% | 5% | -8%

Later entries:
SMILES | influenza NS1A | H37Rv inhibition | VEEV TC-83 Vero | PhoP GFP inhibition | M. tuberculosis | others
CCCc1ncc(C(O)c2cccc(OC)c2OC)n1C (stereo unspecified) | -1% | -9% | i | -9% | -8%
CCOC(=O)c1cc2c(=O)c3ccccc3oc2nc1C | -6% | -1% | 0.5% | -14% | -9%
Cc1ccccc1-n1ncc2c1CC(C)(C)CC2NC(=O)CCn1cncn1 (stereo unspecified) | 5% | . | i | . | .
CC(=O)NC(Cc1ccccc1)C(=O)OCC(=O)c1ccc(Br)cc1 (stereo unspecified) | 5% | 1% | 6.5% | -7% | 18%
CCOC(CNC(=O)c1cccn2c(=O)c3c(C)c(C)sc3nc12)OCC | 7% | 4% | 1.3% | -1% | 6%
O=C(NNC(=O)c1c(O)c2ccccc2[nH]c1=O)c1ccccc1Br | -5% | 12% | 2.2% | -13% | -2%
O=C(O)CN(Cc1ccco1)S(=O)(=O)c1ccc(F)cc1 | -10% | 54% | 5.7% | -3% | -9%
CC(=O)Nc1cccc(NC(=O)c2cc([N+](=O)[O-])ccc2N2CCCCC2)c1 | -12% | -6% | 5.5% | . | 31%
COC(=O)C1=C(c2ccc(C(C)=O)cc2)C[C@@H]2CC[C@H]1N2C(=O)NCc1ccc(C(F)(F)F)cc1 | 0% | 1% | 1.1% | . | 47%
O=C(Cc1ccccc1)Nc1ccnn1C1CCN(Cc2ccc(CO)o2)CC1 | -2% | -7% | 1.3% | -4% | 0%
CC(C)Sc1nc(C(F)(F)F)cc(=O)n1-c1ccccc1 | -14% | -6% | i | 8% | 10%
CCCn1ncc(CN2CCC(C(=O)Nc3cccc(-c4cccc(F)c4)c3)CC2)c1C | 3% | 10% | 5.9% | 8% | 31%
CCCNC1=C(N(C(C)=O)c2cccc(F)c2)C(=O)c2ccccc2C1=O | -1% | 11µM* | 1.5% | -5% | 5.9µM*
Cc1cccc(OCC(=O)NCCCNC(=O)c2ccco2)c1 | 15% | -3% | 0.8% | -2% | -6%
COn1c(SC(C)C)nc2ccccc2c1=O | -11% | -2% | i | -2% | 1%
CCOc1cc(C2c3c(-c4ccccc4)n[nH]c3C(=O)N2c2ccc(C(=O)O)cc2)ccc1O (stereo unspecified) | -8% | -5% | 0.7% | -10% | -4%
Cc1cc(C)cc(NC(=S)NCc2ccc(S(N)(=O)=O)cc2)c1 | -6% | 0% | 1.0% | 10% | 14%
COc1ccc(-c2cc(C(=O)N/N=C(\C)c3cccnc3)c3ccccc3n2)cc1 | 19% | 0% | i | -4% | -14%
CCC(C)c1ccc(OCc2ccc(C(=O)O)o2)cc1 (stereo unspecified) | 19% | 9% | 0.8% | 0% | 24%
COCc1cc(C)nc(SCC(=O)Nc2ccc(N3CCOCC3)cc2)c1C#N | -5% | -1% | 2.0% | -13% | 6%
Cc1coc2cc3oc(=O)c(CCC(=O)N4C[C@H]5C[C@@H](C4)c4cccc(=O)n4C5)c(C)c3cc12 | 0% | -5% | 12% | 9% | 10%
COc1ccc(OC)c(C=NNC(=O)c2ccc(NS(=O)(=O)c3cccs3)cc2)c1 | . | 2% | . | . | 16%
CC(NC(=O)c1cccc(S(=O)(=O)N2CCCCCC2)c1)c1ccccc1 (stereo unspecified) | -13% | 6% | 4.9% | . | 30%
Cc1nc2sc(C(c3ccc(Cl)cc3)N3CCN(C(=O)c4ccco4)CC3)c(O)n2n1 (stereo unspecified) | 9% | -5% | 2.4% | 21% | 24%
COc1ccc(S(=O)(=O)Nc2cccc3c2O[C@H](CN(C)C(=O)Nc2ccccc2)[C@@H](C)CN([C@H](C)CO)C3=O)cc1 | -10% | 2% | 1.6% | . | 16%
CC(C)C(NC(=O)CN1C(=O)c2ccccc2S1(=O)=O)C(C)C | -6% | -11% | 0.7% | -9% | 3%
C=CCN(C(=O)c1csnn1)C(C(=O)NC1CCCC1)c1ccc(F)cc1 (stereo unspecified) | 0% | -2% | i | 15% | 9%
CCOC(=O)c1c(NC(=O)CCNCc2ccco2)sc2c1CCC2 | . | 0% | . | 15% | 34%
Cc1cc(C(=O)NNC(=O)c2ccc(NC(=O)CC#N)cc2)c(C)o1 | -11% | -1% | 1.1% | . | 15%
CCC(C)NC(=O)c1ccccc1NC(=O)c1ccccc1N(C)S(C)(=O)=O (stereo unspecified) | 6% | -2% | 0.2% | 9% | -1%
CC(C)CCNC(=O)c1sc2ccc(S(=O)(=O)N3CCCCC3)cc2c1N | -7% | 5% | i | -5% | 67%
COc1ccc(-c2ccnc3c(Br)c(C)nn23)cc1 | -31% | 18% | 5.6% | . | 62%
Cc1ccc(N(CC(=O)Nc2ccccc2-c2ccccc2)S(=O)(=O)c2ccccc2)cc1 | 3% | 15% | 5.0% | -2% | 3%
O=C1C(c2cc(=O)c3ccccc3[nH]2)=C(O)c2ccccc21 | -7% | 5% | 3.3% | -6% | 55%
COC(=O)COc1ccc(S(=O)(=O)Nc2ccc3c(c2)OCCO3)cc1C | 3% | 3% | 1.4% | 2% | 33%
C=CCN1C(=O)SC(Cc2cccc(OC)c2O)C1=O (stereo unspecified) | 5% | 1% | 1.1% | 5% | 4%
CCCCn1c(=NC(=O)c2cccnc2)c(C#N)cc2c(=O)n3cccc(C)c3nc21 | 5% | 1% | 0.9% | 7% | 68%
Cc1csc(NC(=O)CSc2nncn2C)n1 | 1% | -3% | 0.3% | 0% | -20%
CNC(=O)c1c(NC(=O)c2ccc(S(=O)(=O)N3CCCc4ccccc43)cc2)sc2c1CCN(C)C2 | 3% | -2% | 0.8% | -4% | 1%
COc1ccc(OCC(=O)Nc2ccc(S(=O)(=O)Nc3nc(C)cc(C)n3)cc2)cc1 | 6% | 4% | 0.8% | 5% | 2%
CCNc1nc(Cl)nc(NNC(=O)C(C)Oc2ccccc2)n1 (stereo unspecified) | -5% | 2% | 2.8% | 1% | 0%
Cn1c(SCC(=O)Nc2ccc3c(c2)OCCO3)nnc1C1CC1 | 12% | 8% | 2.1% | -30% | -4%
Cc1ccc(S(=O)(=O)N2CCN(C(=O)COC(=O)C3CCC3)CC2)c(C)c1 | -6% | 2% | 3.4% | 9% | -16%
O=C(CN1C(=O)c2cccc3cccc1c23)Nc1ccc(S(=O)(=O)Nc2nccs2)cc1 | -6% | -12% | 0.2% | 10% | 26%
O=C(Nc1ccccc1)c1ccc(COc2ccccc2)cc1 | -8% | 5% | 0.5% | -5% | 75%

Next part; it opens with the 3 that closed the last part.
SMILES | influenza NS1A | H37Rv inhibition | VEEV TC-83 Vero | PhoP GFP inhibition | M. tuberculosis | others
Cc1ccc(S(=O)(=O)N2CCN(C(=O)COC(=O)C3CCC3)CC2)c(C)c1 | -6% | 2% | 3.4% | 9% | -16%
O=C(CN1C(=O)c2cccc3cccc1c23)Nc1ccc(S(=O)(=O)Nc2nccs2)cc1 | -6% | -12% | 0.2% | 10% | 26%
O=C(Nc1ccccc1)c1ccc(COc2ccccc2)cc1 | -8% | 5% | 0.5% | -5% | 75%
CN(c1ccc(C(=O)N2CCOCC2)cc1)S(=O)(=O)c1cccs1 | 0% | 0% | i | 8% | -11%
CCOc1ccc(OCCC(=O)OCC(=O)N2CCN(S(=O)(=O)c3ccc(Cl)cc3)CC2)cc1 | -11% | -12% | 9.9% | -3% | .
CCc1nc(SCC#N)c(C#N)cc1C | . | -1% | . | -2% | 2%
COc1ccc2cc(CN(CCCN3CCOCC3)Cc3nnnn3C3CCCCC3)c(=O)[nH]c2c1 | 0% | 2% | 0.2% | 7% | 29%
CCCCCOc1ccc(CSc2n[nH]c(C)n2)cc1 | -2% | 31% | 2.9% | 8% | ?
Cc1cc(C)c(CSc2ncc(-c3ccc([N+](=O)[O-])cc3)[nH]2)c(C)c1 | 7% | 43µM* | 4.2% | -3% | 60%
